DENV2 CPE: protects cells from dengue virus 2 cytopathic effect | CPE inhibition, % at 9.99 µM | AID 651640 | DENV2-infected cells, cytopathic effect rescue, plate reader | 350,000 tested, 1.7% active; in the data active = CPE inhibition above about 20%, passing the limit was not always enough; inconclusive = no clear call, values can overlap the other calls; tested in BHK-21 cells;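 note: 0% = median of neutral control wells and 100% = median of positive control wells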
Xi reactivation: activators of X-chromosome reactivation in mouse fibroblasts | XiGFP mouse fibroblasts, % GFP-positive cells imaging, 3 d; cells co-treated with 5-aza-dC sensitizer; scaled so ellipticine positive control = 100% | activation, % at 7.58 µM | 360,000 tested, 0.055% active | AID 743238;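 active = mean normalized replicate activation at least 10% and every replicate at or above 10%; inconclusive = only one of the two criteria met; inactive = mean below 10% and not all replicates reach 10%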;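 note: 0% = median of on-plate neutral control wells and 100% = ellipticine 6 µM median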
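Material: XiGFP fibroblasts, SV40-immortalized. Buffer or medium: DMEM plus 5-aza-dC sensitizer. Compound: single concentration per compound, delivered by pin transfer. Times: 3 days compound exposure. Controls: ellipticine 6 µM.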
INS-1E GSIS act: primary screen for activators of insulin secretion dependent on glucose, INS-1E cells, GLuc reporter luminescence; INS-1E GLuc reporter insulin secretion, 2-3 h; activation, % at 16.6 µM; 370,000 tested, 0.61% active; AID 743287;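 active = lowest replicate activation of at least 40%, so every replicate reaches that level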;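 note: 0% = median of neutral control wells and 100% = median of IBMX positive control wells; some compounds called inactive have numbers as strong as hits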
Casp6 inh: blocks human caspase-6 cleavage activity; P55212; purified caspase-6, Z-VEID-R110 cleavage fluorescence; inhibition, % at 12.5 µM; 350,000 tested, 0.53% active;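 active = mean inhibition across replicates at least about 35%, with every replicate also reaching that limit, limit read from the data; inconclusive = only one of the two criteria met; inactive = neither criterion met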;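 note: 0% = median of neutral control wells and 100% = no fluorescence left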
RAD54 branch: inhibitors of human RAD54 branch migration; inhibition, % at 10.4 µM; RAD54 Holliday junction branch migration, FAM/BHQ fluorescence; Q92698; 360,000 tested, 0.14% active;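 active = mean normalized replicate activity at least 40 and at least half of replicates scoring 40 or more; inconclusive = only one of the two criteria met; inactive = mean below 40 and under half of replicates reaching 40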;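 note: 0% = median of neutral control wells and 100% = median of positive control wells; inhibitors cause a drop in the FAM fluorescence signal; in these data hits start at about 50%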
E-selectin induc: induces E-selectin expression in human endothelial cells. AID 686992. 260,000 tested, 0.37% active. P16581. activation, % at 7.58 µM. HUVEC E-selectin immunofluorescence imaging; normalized: neutral wells 0, TNF-alpha wells 100;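 active = mean E-selectin-positive cell signal at least 10% of the positive control, reached in at least 60% of replicates, without over 20% cell loss; inconclusive = no rule given, readout overlaps actives, possibly toxicity-flagged; inactive = the rest, including those meeting only one limit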;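 note: in these data hits start at about 27%; measured in HUVEC primary endothelial cells; signal is the percent of cells scored E-selectin positive by PE staining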
Target sequence (P16581 whole entry, looked up): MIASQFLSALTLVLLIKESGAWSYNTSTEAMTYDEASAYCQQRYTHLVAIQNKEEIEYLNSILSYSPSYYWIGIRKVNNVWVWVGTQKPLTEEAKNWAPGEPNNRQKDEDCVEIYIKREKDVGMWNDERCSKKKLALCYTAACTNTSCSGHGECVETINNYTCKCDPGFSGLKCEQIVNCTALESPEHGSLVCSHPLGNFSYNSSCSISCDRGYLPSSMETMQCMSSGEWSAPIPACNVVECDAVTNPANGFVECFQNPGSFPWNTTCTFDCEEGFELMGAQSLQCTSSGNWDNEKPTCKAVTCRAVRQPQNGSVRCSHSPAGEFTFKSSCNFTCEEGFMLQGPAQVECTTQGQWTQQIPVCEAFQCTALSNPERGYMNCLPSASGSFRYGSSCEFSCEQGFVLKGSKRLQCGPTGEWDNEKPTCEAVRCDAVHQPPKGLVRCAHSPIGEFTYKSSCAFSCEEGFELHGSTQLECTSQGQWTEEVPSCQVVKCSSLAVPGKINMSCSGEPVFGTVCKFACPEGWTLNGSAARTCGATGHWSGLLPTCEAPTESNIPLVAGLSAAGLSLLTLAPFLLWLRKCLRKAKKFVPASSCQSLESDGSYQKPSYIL
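Test system: HUVEC | Signal: Immunofluorescence imaging | Read-out: Percent E-selectin-positive cells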
RAD52 anneal inh: RAD52 (human) annealing inhibition; recombinant RAD52 DNA annealing, FRET fluorescence; inhibition, % at 18.7 µM; 360,000 tested, 0.46% active;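 active = every replicate showing at least 50% inhibition; inconclusive = mean inhibition at least 50% but not in every replicate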
Target sequence (P43351 whole entry, looked up): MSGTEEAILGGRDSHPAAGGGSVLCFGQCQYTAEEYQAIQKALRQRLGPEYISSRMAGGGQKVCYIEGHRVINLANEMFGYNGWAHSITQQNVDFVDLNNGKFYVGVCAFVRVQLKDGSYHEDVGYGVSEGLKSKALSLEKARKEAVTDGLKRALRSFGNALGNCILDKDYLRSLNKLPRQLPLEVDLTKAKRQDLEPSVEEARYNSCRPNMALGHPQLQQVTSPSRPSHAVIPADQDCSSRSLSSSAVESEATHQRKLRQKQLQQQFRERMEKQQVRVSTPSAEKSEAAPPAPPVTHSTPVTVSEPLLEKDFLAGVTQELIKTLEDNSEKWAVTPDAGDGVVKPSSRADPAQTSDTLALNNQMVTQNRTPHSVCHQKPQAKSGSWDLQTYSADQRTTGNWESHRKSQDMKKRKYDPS
F508del corr: CFTR F508del correction in bronchial cells; CFBE cells, YFP halide quenching; stimulated with forskolin plus potentiator P3; % fluorescence drop versus neutral controls; activity (quench increase), % at 7.58 µM; 350,000 tested, 0.36% active; AID 720511;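 active = mean added fluorescence quench of at least 8% versus neutral control, with both replicates also reaching 8%; inconclusive = only one of the mean or replicate conditions met; inactive = mean below 8% and not both replicates reaching 8%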;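 note: cells transiently co-express mutant CFTR-F508del with the halide-sensitive YFP; corrector assay measuring rescue of mutant channel to the surface after 24 h compound exposure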
* = called active by the depositor; ? = inconclusive; . = not tested or not shown; & = joins results of further samples; ! = not confirmed by another sample.

SMILES | DENV2 CPE | Xi reactivation | INS-1E GSIS act | Casp6 inh | RAD54 branch | E-selectin induc | RAD52 anneal inh | F508del corr
Cn1cnnc1SCc1ccc(C(=O)N/N=C(\CCC(=O)O)c2ccc(C(C)(C)C)cc2)cc1 | . | 1.5 | -2 | . | -1 | -0.1 | . | .
COc1cccc(S(=O)(=O)N[C@H]2CC[C@@H](CC(=O)NC3CCC3)O[C@H]2CO)c1 | -1 | 1.4 | 3 | -9 | 6 | 0.1 | 4 | -3.4
COCC(=O)N1C[C@H](C)[C@H](OC)CN(C)C(=O)c2cc(NC(=O)Nc3cccc(F)c3)ccc2OC[C@@H]1C | 0&-5 | 0.3&0.6&0.0 | -2&-8&-19 | 2&5 | -3 | 0.1&0.5 | 12&-13 | -0.5&0.3
CCOC(=O)/C=C1/SCC(=O)N1CC(=O)Nc1ccccc1OC(F)F | -2 | 0.0 | -5 | -5 | 3 | -0.4 | -62 | -7.7
COCC(=O)N(C)C[C@@H]1Oc2cc(C#CC(C)C)ccc2S(=O)(=O)N([C@@H](C)CO)C[C@@H]1C | 9 | 0.0 | 12 | . | 4 | 1.1 | . | -0.3
COc1ccc(Cn2nnnc2CN2CCc3ccccc32)cc1 | -3 | . | 11 | 0 | . | . | -12 | -1.9
CCCCNC(=O)CN1C(=O)COc2ccc(S(=O)(=O)N3CCCCCC3)cc21 | 0 | 0.1 | -25 | 0 | -6 | . | 10 | -0.5
S=C(NCCc1ccccc1)Nc1ncccn1 | 1 | -0.1 | 8 | -2 | -3 | 0.2 | -4 | -3.7
COc1cccc(C(=O)N(Cc2ccco2)c2c(N)n(Cc3ccccc3)c(=O)[nH]c2=O)c1 | 13 | -0.1 | -2 | 5 | 0 | -1.7 | -11 | 2.7
CC(=O)NC[C@H]1[C@@H](c2ccc(-c3ccccc3)cc2)[C@@H](CO)N1C(=O)C1CC1 | -4 | 0.1 | -6 | 0 | -6 | 0.0 | -11 | -1.1
COc1ccc(C2=Nc3ccccc3N(C(=O)c3cc(Cl)cc(Cl)c3)C2C(=O)NCc2ccccc2)cc1 (stereo not drawn) | 6 | 0.1 | 4 | -1 | . | 2.7 | -6 | 1.6
Cc1cccc(NS(=O)(=O)c2ccc(C(=O)NCC(c3ccccc3)N(C)C)cc2)c1C (stereo not drawn) | -10 | 0.1 | -37 | -1 | 11 | . | -10 | 1.6
COc1ccc(C2NC(=O)c3n[nH]c(C)c32)c(OC)c1 (stereo not drawn) | -3 | 0.0 | . | 4 | 6 | 2.1 | -7 | -0.4
CCOCC(=O)NC1CCc2cc(OC(=O)COCC)c(OC)c(OC)c2-c2ccc(SC)c(=O)cc21 (stereo not drawn) | -3 | 0.9 | -18 | 0 | . | 3.8 | 10 | -1.2
CN(Cc1ccsc1)C(=O)Cn1cc(Br)ccc1=O | 6 | 0.6 | 3 | -2 | 3 | . | -5 | -1.4
O=C(CC1CC1)N[C@@H]1CC[C@@H](CCNS(=O)(=O)c2ccc(Cl)cc2)O[C@@H]1CO | ? | -0.1 | 8 | 0 | 7 | -0.2 | 6 | -1.6
COc1cccc(C(=O)C2CCCN(Cc3cn(C)nc3-c3ccccc3)C2)c1 (stereo not drawn) | . | 0.0 | -6 | 1 | . | . | -10 | 1.1
Cc1cccc(-c2noc(CCC(=O)NCCc3ccccc3)n2)c1 | 6 | 0.1 | -7 | -2 | 6 | 0.1 | -13 | 1.5
Cc1noc(C)c1C(=O)N1CCC1(C)C(=O)NS(=O)(=O)c1cccc(F)c1 (stereo not drawn) | 19 | 0.2 | 10 | -2 | 14 | -0.1 | -6 | -4.2
CN1c2ccc(C#Cc3cccnc3)cc2[C@@H]2[C@@H](CCN2C(=O)Cc2cccnc2)[C@H]1CO | ? | 0.1 | -10 | . | 15 | -0.4 | -6 | 0.4
Cc1cccc(C)c1N1CCN(CCn2c(=S)[nH]c3ccccc3c2=O)CC1 | -1 | -0.1 | . | 7 | -6 | . | -2 | .
COc1ccc(-c2sc3cc4c(cc3c2C#CCO)OCO4)cc1 | . | 0.0 | -11 | . | -5 | 0.1 | . | 0.9
C[C@H](CO)N1C[C@H](C)[C@H](CN(C)CC2CC2)Oc2cc(-c3ccc(C#N)cc3)ccc2S1(=O)=O | 4 | -0.9 | -1 | 1 | -9 | 0.5 | 2 | 1.3
Cc1ccc(NC(=O)COC(=O)CCn2c(C)csc2=O)c([N+](=O)[O-])c1 | 0 | 0.6 | 5 | 1 | . | -1.8 | -7 | 6.2
N#Cc1c(-c2ccccc2)cc(-c2ccc(O)cc2)nc1N | 3 | 0.1 | 0 | -1 | 5 | 0.0 | -24 | 0.6
C[C@H](CO)N1C[C@H](C)[C@H](CN(C)Cc2ccccn2)Oc2cc(-c3cncnc3)ccc2S1(=O)=O | -2 | -1.1 | 1 | -2 | -12 | 0.2 | -6 | -0.1
CC(C)C[C@H]1CN(CCCC[C@H]2CNC(=O)C(=O)N2CCc2ccc(O)cc2)C(=O)C(=O)N1CCc1ccc(O)cc1 | 1 | -0.1 | 11 | 1 | . | 0.5 | -5 | -2.2
COc1cccc2sc3ccc(C#CC4(N)CCCCC4)cc3c(=O)c12 | ? | 0.0 | . | -3 | ? | . | 90* | -0.2
C[C@H]1CN([C@@H](C)CO)C(=O)Cc2cc(NS(C)(=O)=O)ccc2O[C@H]1CN(C)Cc1ccc2c(c1)OCO2 | 7 | -1.3 | 28 | -2 | -2 | 0.0 | 3 | 2.5
COc1ccc(OCC(=O)Nc2ccccc2C(=O)NC(C)C)cc1 | -3 | 0.0 | 8 | -1 | . | 1.9 | -16 | -1.6
NC(=O)CN1CCN(S(=O)(=O)c2ccc(Br)cc2)CC1 | 3 | 0.2 | -7 | 5 | -10 | -0.1 | -1 | -2.0
O=C1c2cccc3cccc(c23)C(=O)N1Cc1ccccc1 | . | 0.1 | 0 | -4 | -11 | . | -10 | -1.8
CO[C@H]1CN(C)C(=O)c2ccc(NC(=O)Nc3c(C)noc3C)cc2OC[C@@H](C)NC[C@@H]1C | 5 | 0.1 | 6 | . | -4 | -0.1 | -5 | -1.3
C=CCc1cccc(CNc2nc3ccccc3n2C)c1O | 4 | -0.1 | -32 | 1 | -16 | 2.7 | -7 | -2.3
Cc1cccc(NC(=O)C(c2ccccc2Cl)N2CCOCC2)c1 (stereo not drawn) | 8 | 0.0 | -3 | -1 | . | -0.2 | -10 | 0.8
O=C1NC(=O)/C(=C\c2ccc(Cl)nc2)S1 | -3 | 0.0 | -19 | 6 | . | . | -16 | -1.7
COc1cc(/C=C(/C#N)C(=O)Nc2ccccc2)c(Br)cc1OCc1ccc(C(=O)O)cc1 | -5 | -0.1 | -27 | 3 | -9 | . | -4 | -3.6
O=C(NCc1ccccc1)C1(c2ccccc2)CCN(S(=O)(=O)c2ccccc2)CC1 | . | . | -6 | 0 | -10 | . | -4 | -0.3
CC1(c2ccc(OCC(N)=O)cc2)NC(=O)NC1=O (stereo not drawn) | -5 | 0.0 | -14 | -1 | 1 | 0.3 | -7 | -0.5
CCC(Sc1nc(N)c(NC(=O)c2ccc(Br)o2)c(=O)[nH]1)C(=O)O (stereo not drawn) | -2 | 0.2 | -2 | -3 | 10 | 1.3 | -6 | 1.8
CN(CCO)c1cc(N2CCC3(CC2)OCCO3)c2nonc2c1[N+](=O)[O-] | ? | -0.1 | -1 | 1 | . | -1.1 | -13 | .
CCOc1ccc(NC(=O)C2CCCN2C(=O)Oc2ccccc2)cc1 (stereo not drawn) | -5 | 0.2 | 7 | 1 | 6 | 1.8 | -3 | -4.0
COc1cccc(S(=O)(=O)N(C)C[C@@H]2OCc3cnnn3CCCC(=O)N([C@@H](C)CO)C[C@@H]2C)c1 | 20*! | 0.0&-0.5 | 7&-4 | -4&1&0 | 5&5&-9 | -0.1&0.3 | 0&13&7 | 0.7&-1.7&-1.8
C[C@H]1CN([C@@H](C)CO)C(=O)c2cc(NS(=O)(=O)c3cccs3)ccc2O[C@@H]1CN(C)C(=O)Nc1ccc2c(c1)OCO2 | 17 | -0.9 | -2 | 1 | -2 | 1.4 | 3 | -1.0
COc1ccccc1S(=O)(=O)N[C@H]1CC[C@@H](CCn2cc(C3CC3)nn2)O[C@@H]1CO | 2 | -0.6 | 1 | 3 | 2 | -0.3 | -8 | 1.9

Entries above shown as hits in RAD52 anneal inh:
SMILES | DENV2 CPE | INS-1E GSIS act | Casp6 inh | RAD52 anneal inh | F508del corr
COc1cccc2sc3ccc(C#CC4(N)CCCCC4)cc3c(=O)c12 | ? | . | -3 | 90* | -0.2

Following part
SMILES | DENV2 CPE | Xi reactivation | INS-1E GSIS act | Casp6 inh | RAD54 branch | E-selectin induc | RAD52 anneal inh | F508del corr
O=C(NCCN1CCOCC1)/C(=C/c1ccc(Cl)cc1)NC(=O)c1ccccc1 | -3 | 0.3 | -3 | -3 | -2 | . | -8 | -1.7
O=C(NCC1CCCO1)c1cncc(Br)c1 (stereo not drawn) | -3 | 0.0 | 0 | 1 | . | . | -21 | -1.6
Cc1cc(Nc2ccc(Br)cc2)nc2ccccc12 | 15 | 0.1 | -17 | -1 | . | 20 | -14 | 10*
CC(C)Oc1ccc(C2CC(=O)N(c3ccc(C(=O)O)cc3)C2=O)cc1 (stereo not drawn) | 0 | 0.2 | 8 | 0 | -8 | . | -18 | 3.0
Cc1nc2ccccc2nc(=O)c1NNc1ccc([N+](=O)[O-])cc1 | -2 | 0.0 | -5 | -2 | . | 0.1 | -20 | -2.2
Cc1nc(C/C(=N\N)c2ccc(O)cc2O)cs1 | . | 0.0 | 18 | 2 | 1 | 2.2 | -9 | -0.5
CC(C)(C)c1ccc(C(=O)Nn2c(CCC(=O)O)ccc2-c2cccs2)cc1 | 5 | . | -24 | 39* | 0 | . | -26 | 0.7
COc1ccc(C2CC(c3ccc4ccccc4c3)=NN2C(=O)CN2CCC(C(N)=O)CC2)cc1 (stereo not drawn) | . | 0.0 | -21 | . | 5 | . | -23 | -0.6
COC(=O)c1ccc(N2C(=O)C3CC(C)=C(C)CC3C2=O)cc1 (stereo not drawn) | 6 | 0.1 | 42 | 0 | . | 12 | -8 | -3.9
CC12CCC(C(=O)N3CCC(Cc4ccccc4)CC3)(C(=O)C1=O)C2(C)C (stereo not drawn) | -4 | 0.0 | -16 | 1 | . | . | -6 | .
CCOc1ccc(NC2=CC(=O)CCC2)cc1 | -1 | 0.2 | 6 | 2 | -5 | -0.4 | -8 | 0.1
CCN(CC)S(=O)(=O)c1cccc(NC(=O)c2cncc(Br)c2)c1 | 6 | 0.0 | . | 1 | . | 3.0 | -16 | -0.2
COc1cccc(NC(=O)C2CCN(S(=O)(=O)c3ccccc3)CC2)c1 | -2 | 0.0 | -3 | 0 | 2 | 0.2 | -6 | 0.9
C[C@@H]1CN([C@@H](C)CO)C(=O)c2cc(Br)cnc2O[C@@H]1CN(C)C(=O)c1ccc(F)cc1 | 7&4 | 0.0&-0.4 | 25&18 | 16&2 | -2 | 2.4 | -12&1 | 2.4&0.6
C[C@@H]1CN([C@@H](C)CO)S(=O)(=O)c2ccc(C#CC3CCCC3)cc2O[C@@H]1CN(C)C(=O)Nc1cc(F)ccc1F | . | 0.0 | 2 | . | . | 0.4 | . | 4.6
